Screening results (PubChem BioAssay)
D1 PAM = Potentiators of Human D1 Dopamine Receptor: qHTS; D(1A) dopamine receptor (Homo sapiens), P21728; HEK293 TREx D1 cells, calcium flux, dopamine EC20 potentiation; potentiation, % at 10 µM; hit rate 0.036% among 360,000; in the data active = potentiation above about 30%; also: 0% is about no effect
Target sequence (P21728 whole entry, looked up): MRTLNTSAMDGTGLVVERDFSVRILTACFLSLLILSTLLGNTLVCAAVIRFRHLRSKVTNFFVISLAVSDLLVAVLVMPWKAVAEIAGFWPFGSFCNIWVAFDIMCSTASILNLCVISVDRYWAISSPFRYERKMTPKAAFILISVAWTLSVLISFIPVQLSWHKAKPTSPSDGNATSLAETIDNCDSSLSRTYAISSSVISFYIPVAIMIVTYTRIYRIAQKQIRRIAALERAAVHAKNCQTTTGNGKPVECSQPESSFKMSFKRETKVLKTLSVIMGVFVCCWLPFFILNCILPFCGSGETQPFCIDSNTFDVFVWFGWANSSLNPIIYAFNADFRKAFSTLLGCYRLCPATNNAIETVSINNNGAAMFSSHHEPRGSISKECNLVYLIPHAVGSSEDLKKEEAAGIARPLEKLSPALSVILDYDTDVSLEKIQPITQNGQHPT
D1 antagonist = Antagonist of Human D 1 Dopamine Receptor: qHTS; hit rate 3.2% among 360,000; HEK293 TREx D1 cells, calcium flux, dopamine EC80; hits give low values; activity change, negative = inhibition, % at 10 µM; in the data active = activity change below about -30%; also: % is scaled to controls: 0 for no effect and ±100 for the full control effect
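Tetracycline-induced HEK293 Trex D1 cells, force-coupled to calcium, dye-loaded; compounds added and read 180 s, then EC80 dopamine added and calcium flux tracked kinetically another 180 s.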
GRP78 ERSR act = qHTS for Inducers of the Endoplasmic Reticulum Stress Response (ERSR) in Human Glioma: qHTS; U87-MG GRP78 promoter luciferase reporter, 16 h; Potency, µM, inactives show at the highest dose activation, actives largely listed as activators; hit rate 0.02% among 420,000; AID 602332, 2012; also: potency is read from the fitted curve at half-maximal effect; series mostly up to about 76 µM; % of control where 0% means no effect; nearly all actives have a fitted effect of over 35% in size
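ERSR induction read as luciferase luminescence (Bright-Glo, 10 min at room temperature) in stably transfected human U87-MG glioma cells exposed to compounds for 16 h, using GRP78 as sensor.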
RXFP1 ag = qHTS Assay for Agonists of the Relaxin Receptor RXFP1 | Relaxin receptor 1 (Homo sapiens), Q9HBX9 | HEK293T-RXFP1 cAMP TR-FRET, 30 min; response scale: percent of porcine relaxin response, buffer zero | Potency, µM (series often up to 57.5 µM), for the others: top-dose activation, hits mostly activators | hit rate 0.3% among 370,000 | AID 2676, 2010; also: potency is read from the fitted curve at half-maximal effect; % is scaled to controls: 0 for no effect and ±100 for the full control effect; nearly all actives have a fitted effect of over 60% in size; many of its hits are not listed in these tables
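cAMP rise read by TR-FRET after 30 min, 37C compound exposure (up to 58 uM) in RXFP1-transfected HEK293 cells with Ro 20174 present. EC50 from Hill-equation fits, with 29 nM porcine relaxin as 100% and buffer as basal.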
D1 agonist = Allosteric Agonists of the Human D1 Dopamine Receptor: qHTS. HEK293 T-REx D1 cells, calcium flux, agonist mode. activation, % at 2 µM. hit rate 1% among 360,000. D(1A) dopamine receptor (Homo sapiens), P21728. AID 504660, 2011; in the data active = activation above about 30%; also: 0% is about no effect
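Agonism was scored from calcium flux recorded over 180 s (1 read/s) after pintool compound addition, following a 10-cycle baseline. Cells were inducible force-coupled HEK293 TREx D1, plated overnight at 30 C and loaded with no-wash calcium dye.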
RXFP1 antag = qHTS Assay for Antagonists of the Relaxin Receptor RXFP1. Relaxin receptor 1 (Homo sapiens), Q9HBX9. HEK293-RXFP1, relaxin-stimulated cAMP HTRF, 30 min; hits give low values. activity change, negative = inhibition, % at 57.5 µM. hit rate 0.59% among 350,000. AID 1259400, 2018;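 active = activity change of -60% or lower, but not beyond a set lower limit; inconclusive = change between -60% and -40%, or beyond the set limit; inactive = change above -40%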; also: % is scaled to controls: 0 for no effect and ±100 for the full control effect
Vif-A3F inh = qHTS for Inhibitors of Vif-A3F Interactions: qHTS; HeLa A3F-eYFP + Vif (tagged APOBEC3F with the HIV-1 protein that degrades it), YFP fluorescence increase; Potency, µM (series often up to 46.1 µM), for the others: at the top dose activity, negative = active; hit rate 0.2% among 390,000; AID 602313, 2012; also: potency is read from the fitted curve at half-maximal effect; % of control where 0% means no effect; nearly all actives have a fitted effect of over 65% in size
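HeLa cells stably expressing Vif plus C-terminally eYFP-tagged A3F were seeded, incubated overnight at 37 deg C, dosed with compound, incubated overnight again at 37 deg C. Yellow fluorescence (Ex 488/Em 500-530) reported blocked Vif-mediated A3F-eYFP degradation.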
D2 potentiator = HTS Assay for Positive Allosteric Modulators of the Human D2 Dopamine Receptor: Primary Screen for Potentiators; D(2) dopamine receptor (Homo sapiens), P14416; HEK293 T-REx D2, calcium flux, EC20 dopamine potentiation; potentiation, % at 10 µM; hit rate 0.34% among 340,000; AID 485347, 2010;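 active = potentiation over 3 SD above the plate norm, cut at about 30% in these data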; also: 0% is about no effect
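Primary screen. Calcium kinetics in induced HEK293 T-REx D2 cells: compound pre-addition 180 s, EC20 dopamine, 180 s more.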
Vif-A3G inh = qHTS for Inhibitors of Vif-A3G Interactions: qHTS | hit rate 0.076% among 410,000 | HeLa A3G-eYFP + Vif (tagged APOBEC3G with the HIV-1 protein that degrades it), YFP fluorescence, overnight | DNA dC->dU-editing enzyme APOBEC-3G (Homo sapiens), Q9HC16 | Potency, µM (top dose mostly 46.1 µM), without a hit: top-dose activity, negative = active, actives largely listed as inhibitors;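 also: potency is read from the fitted curve at half-maximal effect; % is scaled to controls: 0 for no effect and ±100 for the full control effect; nearly all actives have a fitted effect of over 60% in size; hits raise eYFP signal because A3G escapes Vif-driven loss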
Target sequence (Q9HC16 whole entry, looked up): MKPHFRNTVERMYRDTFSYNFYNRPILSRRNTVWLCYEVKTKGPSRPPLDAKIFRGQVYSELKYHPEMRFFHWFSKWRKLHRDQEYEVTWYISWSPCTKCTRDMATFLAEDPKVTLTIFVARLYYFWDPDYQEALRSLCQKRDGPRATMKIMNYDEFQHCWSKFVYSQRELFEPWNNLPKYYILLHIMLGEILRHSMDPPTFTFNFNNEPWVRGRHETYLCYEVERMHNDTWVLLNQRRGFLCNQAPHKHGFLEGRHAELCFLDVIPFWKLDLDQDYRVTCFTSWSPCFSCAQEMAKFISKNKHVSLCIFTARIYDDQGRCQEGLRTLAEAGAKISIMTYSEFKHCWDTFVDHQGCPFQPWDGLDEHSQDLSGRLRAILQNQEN
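HeLa cells stably expressing Vif and C-terminally eYFP-tagged A3G, seeded overnight at 37 deg C, then exposed to compound by pintool overnight at 37 deg C. Rise in yellow fluorescence (Ex 488/Em 500-530, Acumen) marks blocked Vif-driven A3G degradation.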
Starred values were filed as active, the others as inactive; ? = inconclusive; / = not tested or not shown. Unless noted, calls follow the shape of the dose curve; as a rule, active = well fitted curve in the direction sought with a large enough effect; inconclusive = small, poorly fitted or top-dose-only effect, or another doubt; inactive = no such curve, though single readings can be large; an effect the other way counts as inactive or inconclusive.

Sample of the layout (3 entries):
mol	Vif-A3F inh	GRP78 ERSR act	RXFP1 antag	D1 PAM	D1 antagonist	Vif-A3G inh	D1 agonist	D2 potentiator	RXFP1 ag
Cc1cc(Cl)ccc1NNC(=O)c1c(C)noc1C	-5%	-2%	-6	-8	-12	-3%	1	-3	3.6%
C=CCn1c(-c2ccco2)n[nH]c1=S	0%	-6%	-10	-4	-3	0%	1	3	6.6%
O=C1CN(S(=O)(=O)c2ccccc2)CCN1S(=O)(=O)c1ccccc1	-8%	-3%	-5	-5	3	-6%	8	-2	3.3%

Results, repeating the preview:
mol	Vif-A3F inh	GRP78 ERSR act	RXFP1 antag	D1 PAM	D1 antagonist	Vif-A3G inh	D1 agonist	D2 potentiator	RXFP1 ag
Cc1cc(Cl)ccc1NNC(=O)c1c(C)noc1C	-5%	-2%	-6	-8	-12	-3%	1	-3	3.6%
C=CCn1c(-c2ccco2)n[nH]c1=S	0%	-6%	-10	-4	-3	0%	1	3	6.6%
O=C1CN(S(=O)(=O)c2ccccc2)CCN1S(=O)(=O)c1ccccc1	-8%	-3%	-5	-5	3	-6%	8	-2	3.3%
O=C(Nc1ccccc1)c1ccccc1NC(=O)c1ccccc1[N+](=O)[O-]	1%	-2%	-1	/	/	1%	/	/	/
COc1cccc(=O)c2c(C)n(C)c(C)c12	3%	-8%	-9	-8	-2	-5%	4	1	-0.1%
Cc1ccc(CN(C)C2CCN(C)CC2)cc1	1%	-4%	-12	2	1	-1%	6	13	-0.6%
CCOc1ccc(C(=O)Nc2cc(-c3ccccc3)no2)cc1	2%	-4%	-11	0	-7	0%	6	-4	0.0%
CCOc1cccc2cc(-c3nc4sc(C(=O)Nc5ccc(C)cc5)c(C)c4c(=O)[nH]3)c(=O)oc12	?	1%	-14	-3	4	?	-1	1	2.4%
Cc1ccoc1C(=O)N1CCCCC1C(=O)O (configuration not stated)	15%	-2%	3	-4	-20	0%	2	6	1.8%
CCOc1ccc(-c2cc(C(=O)N/N=C/c3ccc(O)cc3)c3ccccc3n2)cc1	8%	-5%	-29	/	/	?	/	/	/
CCOC(=O)N/N=C/c1cccnc1	5%	-2%	-32	-1	-8	1%	2	10	3.5%
CCN1CCN(C(=O)/C(C#N)=C/c2ccc(OC(F)F)cc2)CC1	-1%	6%	7	-2	-6	0%	4	0	2.7%
CCN(CC)CCNC(=O)c1ccc(NC(=O)c2cccc(S(=O)(=O)Nc3ccc(C)cc3)c2)cc1	1%	-4%	-4	-19	-77*	1%	1	-10	1.5%
Clc1ccccc1CSc1ncn(-c2ccccc2)n1	3%	9%	-1	-3	-13	0%	4	-8	-0.1%
COc1ccc(Nc2nc(N)nc(CSc3nccn3C)n2)cc1	1%	-5%	-1	-1	-17	-4%	1	13	-2.0%
COc1ccccc1N1CCN(C(=O)/C=C/c2cccs2)CC1	-1%	2%	-16	3	17	3%	-1	8	-1.0%
NC(=S)NC1CC2CC1C1C=CCC21 (configuration not stated)	-11%	-2%	-3	2	6	-1%	1	-8	-0.7%
Cc1ccc(N=C2SCCCN2C(=O)c2ccco2)cc1Cl	2%	1%	5	-3	-7	-4%	4	2	-1.0%
CCCNC(=O)c1onc(CSc2ccc(F)cc2)c1C(=O)NC(C)C	2%	-2%	/	-9	-23	4%	-1	5	0.4%
Cc1cc(N2CCN(c3ccc(F)cc3)CC2)nc(-c2ccccc2)n1	-11%	3%	-24	5	-17	-4%	-2	13	-0.4%

Further records.
mol	Vif-A3F inh	GRP78 ERSR act	RXFP1 antag	D1 PAM	D1 antagonist	Vif-A3G inh	D1 agonist	D2 potentiator	RXFP1 ag
COc1ccc([N+](=O)[O-])cc1N(CC(=O)NCCC1=CCCCC1)S(C)(=O)=O	-3%	-5%	9	-5	1	0%	0	5	1.6%
COc1ccccc1OCCCOc1ccc(/C=C2\SC(=O)NC2=O)cc1OC	-7%	1%	6	-8	-6	-5%	4	1	1.0%
Cc1ccc(NC(=S)N/N=C/c2ccc([N+](=O)[O-])s2)cc1	-14%	-2%	-20	-4	10	-4%	31*	-19	2.5%
CCC(=O)N1CCc2cc(CNS(=O)(=O)c3ccc(NC(=O)CC(C)C)cc3)ccc21	0%	-4%	6	-1	-8	1%	7	6	3.5%
Cc1cc(C(=O)NC2CCCC(C)C2C)c2ccccc2n1 (configuration not stated)	-3%	-3%	-9	-12	-31*	7%	0	1	1.6%
CCC(=O)N1CCc2cc(S(=O)(=O)NCCC(=O)Nc3cccc(SC)c3)ccc21	1%	-2%	-20	0	-8	3%	2	2	6.0%
COc1ccc(OC)c(NC(=O)Nc2ccc3[nH]ccc3c2)c1	5%	4%	-5	/	/	0%	/	/	/
Cc1ccc(S(=O)(=O)NCc2ccc(C(=O)N3CCN(c4ccccn4)CC3)cc2)cc1	1%	-5%	3	-7	-9	2%	2	3	-0.1%
O=C(Cn1ncc2c3ccccc3n(Cc3ccccc3)c2c1=O)NCCCN1CCCCC1	-2%	-5%	6	1	-7	3%	-3	-2	-0.1%
Cc1cnc(C(=O)Nc2cccc(S(=O)(=O)N(C)C)c2)cn1	3%	-3%	-3	-1	-9	-2%	5	-8	5.5%
O=C1NC(=Nc2ccccc2Cl)S/C1=C\c1cccc([N+](=O)[O-])c1	-12%	1%	?	-6	0	-4%	1	-5	-0.8%
Cc1[nH]c2ccccc2c1C(=O)C(=O)NCCOc1ccccc1	-11%	-6%	-6	-6	2	0%	5	2	-0.9%
COc1ccccc1NC(=O)CSC1=NC(=O)C(NC(C)=O)C(=O)N1 (configuration not stated)	5%	-3%	-7	-5	5	0%	-1	-2	1.4%
CCN1CCN(Cc2c(OC)ccc3ccccc23)CC1	3%	-1%	-2	-7	4	-1%	1	/	0.4%
Cc1nc2ccc(Cl)cc2nc1C	-11%	2%	-11	1	-7	0%	1	-9	4.0%
CCOc1ccc(N2CC(C(=O)Nc3ccncc3)CC2=O)cc1 (configuration not stated)	-12%	-3%	-3	0	6	-1%	1	/	0.6%
Cc1ccnc(NS(=O)(=O)c2cc([N+](=O)[O-])ccc2C)c1	1%	-5%	-14	7	-4	-3%	-1	23	1.2%
CCCCN(C(=O)c1cc2c(s1)CCCC2)c1c(N)n(CCC)c(=O)[nH]c1=O	2%	-3%	2	/	-2	2%	5	-3	-0.6%
COc1ccc(-c2noc(N3CCC(C(=O)Nc4ccccc4OC)CC3)n2)cc1	2%	0%	6	-4	-34*	8%	8	1	2.7%
O=C(NC(NC(=S)Nc1ccccc1Cl)C(Cl)(Cl)Cl)c1cccc(Cl)c1 (configuration not stated)	4%	-1%	-21	-11	-13	-10%	10	-2	-3.0%

Following part:
mol	Vif-A3F inh	GRP78 ERSR act	RXFP1 antag	D1 PAM	D1 antagonist	Vif-A3G inh	D1 agonist	D2 potentiator	RXFP1 ag
CC(Oc1ccc(Cl)cc1)c1ccnn1S(C)(=O)=O (configuration not stated)	3%	0%	8	-5	-10	0%	9	4	-2.0%
COc1ccc(C(=O)NCCc2nnc3ccc(SCC(=O)NCCc4ccc(OC)c(OC)c4)nn23)cc1	-5%	1%	-1	0	5	-1%	3	-4	4.0%
Cc1ccc(/C=C2/NC(=O)N(Cc3ccc(Br)cc3)C2=O)o1	-15%	-6%	-12	1	-8	-21%	3	-1	-0.3%
CN(C)c1ccc(/C=N/NC(=O)CCc2c[nH]c3ccccc23)cc1	0%	-4%	-20	-2	4	-18%	0	0	-2.9%
Cc1c(/C=N/Nc2nc3ccccc3[nH]2)c2ccccc2n1C	-18%	?	-19	-11	-9	-21%	0	-21	0.3%
C=COc1ccc(N2C(=O)c3ccccc3OC2C)cc1 (configuration not stated)	0%	0%	-17	-1	7	-3%	0	4	0.1%
O=C(Nc1ccc(N2CCC(N3CCCCC3)CC2)c(C(=O)O)c1)c1ccc(Br)cc1	5%	1%	-18	0	0	0%	0	11	-1.5%
O=P(COCCO)(c1ccccc1)c1ccccc1	2%	-4%	-14	-4	-8	0%	3	1	0.5%
O=C(CSc1ccc(-c2cccnc2)nn1)Nc1ccc(F)cc1F	-1%	-3%	-6	0	-2	2%	2	-1	2.7%
Cc1ccsc1CNS(=O)(=O)c1ccc(F)cc1	-7%	1%	1	0	-8	-1%	3	-7	-0.9%
CC(NC(=O)CCNS(=O)(=O)c1ccc2c(c1)c(=O)n(C)c(=O)n2C)c1ccccc1 (configuration not stated)	-22%	-5%	3	-1	34	-1%	1	-7	3.7%

Only part of the results is shown; count on the stated rates, not on these rows.
